# Source: PubChem BioAssay (several laboratories)
# GRK2 aptamer HTS = compounds blocking aptamer binding on GRK2 – biochemical, human GRK2, bead flow cytometry, HTS, primary screen. 330,000 compounds, 0.59% hits. FAM-aptamer displacement from GRK2. Beta-adrenergic receptor kinase 1 (Homo sapiens), P25098. inhibition of aptamer binding, % at 10 µM;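 active means inhibition of aptamer binding above 40%, roughly 3 SD of noise, on plates passing a quality check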;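 further: median bead fluorescence of bound FAM aptamer so fluorescent compounds give negative values; no value below 0 was filed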
# Target sequence (P25098 whole entry, looked up): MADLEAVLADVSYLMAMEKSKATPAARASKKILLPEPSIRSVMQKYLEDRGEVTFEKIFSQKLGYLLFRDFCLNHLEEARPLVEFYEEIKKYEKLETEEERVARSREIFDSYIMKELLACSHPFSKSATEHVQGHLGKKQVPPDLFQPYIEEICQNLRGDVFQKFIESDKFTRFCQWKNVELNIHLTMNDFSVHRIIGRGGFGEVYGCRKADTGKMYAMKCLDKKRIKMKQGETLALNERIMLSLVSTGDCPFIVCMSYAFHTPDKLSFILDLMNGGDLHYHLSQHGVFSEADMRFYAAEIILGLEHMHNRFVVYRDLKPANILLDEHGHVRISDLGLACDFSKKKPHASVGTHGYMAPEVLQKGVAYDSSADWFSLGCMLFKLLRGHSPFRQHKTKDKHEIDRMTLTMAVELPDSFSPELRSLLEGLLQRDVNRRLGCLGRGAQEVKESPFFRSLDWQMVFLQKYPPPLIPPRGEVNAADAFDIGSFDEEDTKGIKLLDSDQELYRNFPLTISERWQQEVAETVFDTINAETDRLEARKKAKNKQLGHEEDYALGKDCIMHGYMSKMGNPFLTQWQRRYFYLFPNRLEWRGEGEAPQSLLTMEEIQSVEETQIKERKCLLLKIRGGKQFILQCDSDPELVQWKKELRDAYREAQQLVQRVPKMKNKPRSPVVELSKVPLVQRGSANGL
# LAP4-GFP MLPCN = modulators of LAP4-GFP expression in yeast, primary screen, S. cerevisiae, multiplex flow cytometry, MLPCN library | 3 h; median GFP as percent of DMSO wells | GFP response vs DMSO, % at 10 µM | 320,000 compounds, 0.34% hits | AID 2023, 2009;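 active means GFP response vs DMSO above a set limit, about the screen mean plus 3 SD, cut at about 150% in these data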
# MEP2-GFP yeast = modulators of MEP2-GFP levels in yeast, primary screen, S. cerevisiae, multiplex flow cytometry, MLPCN library | GFP response vs DMSO, % at 10 µM | S. cerevisiae MEP2-GFP strain, 3 h; 100% = DMSO control level | 330,000 compounds, 0.51% hits;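 active means GFP response versus DMSO above a set limit, roughly screen mean plus 3 SD, cut at about 180% in these data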;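 further: median GFP fluorescence of the barcode-gated MEP2-GFP cells per well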
# VLA-4 inh = inhibition in human VLA-4 binding assay, primary screen, VLA-4 allosteric modulator project, MLPCN library, flow cytometry, VLA-4 expressing cells; inhibition, % (about 7 µM as worked out from the volumes in the protocol); ligand binding flow cytometry; AID 2557, 2010; 330,000 compounds, 0.2% hits; Integrin alpha-4 (Homo sapiens), P13612; in the data active means inhibition above about 50%
# JMJD2C inh = inhibitors of GASC-1 histone demethylase, primary screen, biochemical, fluorescence, DELFIA europium; AID 2099, 2009; 330,000 compounds, 0.069% hits; Lysine-specific demethylase 4C (Homo sapiens), Q9H3R0; inhibition, % at 2.35 µM; GST-JMJD2C(1-420) H3K9me3 demethylation;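 active means more than half of a compound's replicate wells show inhibition beyond 50%, single wells judged on their own value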;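 further: signal counts dimethyl H3K9 product captured on neutravidin plate; 0% = median of DMSO wells and 100% = 0.3 times that DMSO median; strong numbers were not always called active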
# Target sequence (Q9H3R0 1-420 limits assumed): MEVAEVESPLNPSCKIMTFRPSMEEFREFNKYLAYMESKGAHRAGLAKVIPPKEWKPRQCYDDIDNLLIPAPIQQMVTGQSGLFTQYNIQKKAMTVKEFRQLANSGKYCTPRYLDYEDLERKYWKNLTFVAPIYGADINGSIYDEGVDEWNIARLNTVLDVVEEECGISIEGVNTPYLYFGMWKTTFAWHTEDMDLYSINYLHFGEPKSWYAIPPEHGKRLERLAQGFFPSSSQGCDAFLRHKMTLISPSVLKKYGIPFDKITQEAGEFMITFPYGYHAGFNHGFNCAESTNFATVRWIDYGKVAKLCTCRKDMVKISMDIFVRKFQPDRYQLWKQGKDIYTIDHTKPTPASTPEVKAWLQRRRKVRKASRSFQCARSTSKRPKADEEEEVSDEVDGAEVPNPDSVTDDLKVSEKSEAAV
# CIT2 TOR yeast = modulators of CIT2-GFP expression in yeast, primary screen, S. cerevisiae, GFP fusion, multiplex flow cytometry, MLPCN library; S. cerevisiae CIT2-GFP strain, 3 h; 100 means same as DMSO wells; GFP response vs DMSO, % at 10 µM; 320,000 compounds, 0.065% hits;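 active means GFP response relative to DMSO above a set limit, near the screen mean plus 3 SD, cut at about 150% in these data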;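 further: ratio of well median GFP fluorescence to mean of DMSO wells on the plate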
# AGP1 TOR yeast = modulators of AGP1-GFP expression in yeast TOR pathway, primary screen, cell-based, multiplex flow cytometry, S. cerevisiae, MLPCN library; 320,000 compounds, 0.02% hits; GFP response vs DMSO, % at 10 µM; 3 h; GFP as percent of DMSO wells;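 active means GFP response relative to DMSO above a set limit, near screen average plus 3 SD, cut at about 150% in these data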;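 further: median GFP channel fluorescence of the gated AGP1 strain per well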
# RPL19A-GFP yeast = RPL19A-GFP expression modulators in yeast, primary screen, cell-based, S. cerevisiae, multiplex flow cytometry, MLPCN | S. cerevisiae RPL19A-GFP strain, 3 h; hits give low values | percent response vs DMSO, % at 10 µM | 330,000 compounds, 0.3% hits;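 active means percent response vs DMSO below 50%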;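 further: median channel GFP fluorescence of the barcoded RPL19A-GFP strain; ratio of sample median GFP to plate DMSO average so 100% = DMSO; lower means less RPL19A-GFP as with rapamycin TOR inhibition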
# Starred values were filed as active, the others as inactive; x = not tested or not shown; & = joins results of further samples.
no. | canonical_smiles | JMJD2C inh | AGP1 TOR yeast | GRK2 aptamer HTS | CIT2 TOR yeast
1 | CN(Cc1nc2ccccc2c(=O)[nH]1)C(=O)c1ccc(S(=O)(=O)N2CCCC2)cc1 | 0 | 93 | 8 | 95
2 | COCCCN1C(=O)C2C(C(=O)Nc3cccc(Cl)c3)C3C=CC2(O3)C1C(=O)NC1CCCCC1 (centres undefined) | 7 | 97 | 1 | 87
3 | CC1CCCN(c2ncnc3c2cnn3-c2ccccc2)C1 (centres undefined) | 1&-3 | 104 | 4 | 84
4 | O=c1c2ccccc2nc2n1CCC2O (centres undefined) | 4 | 115 | 0 | 104
5 | Cc1cccc2cc(C3CC(c4ccco4)=NN3S(C)(=O)=O)c(Cl)nc12 (centres undefined) | 3 | 106 | 0 | 108
6 | O=C1CSC(=S)N1/N=C/c1ccc(C(F)(F)F)cc1 | 6 | 93 | 3 | 94
7 | CC(C)C(NS(=O)(=O)c1cccc2nsnc12)C(=O)N1CCCCC1 (centres undefined) | -34 | 101 | 0 | 103
8 | Cc1cc(CNC(=O)Cc2ccccc2)c2ccccc2n1 | 0 | 108 | 1 | 100
9 | CCCCCCc1c(C)nc(-n2[nH]c(C)c(CCO)c2=O)[nH]c1=O | -3 | 101 | 1 | x
10 | CCN=c1scc(C)n1/N=C/c1ccc(O)c(O)c1O | -8 | 103 | 0 | 103
11 | CCOC(=O)CSc1ncnc2c1c(-c1ccccc1)cn2-c1ccc(OC)cc1 | 2 | 98 | 2 | 95
12 | O=C(CSc1nnc(-c2c[nH]c3ccccc23)n1-c1ccc(F)cc1)NCc1ccco1 | -1 | 102 | 4 | 100
13 | Oc1c(Cl)cc(Cl)cc1CNc1nccs1 | 0 | 96 | 7 | 97
14 | CC1=NNC(=O)C1Oc1ccccc1 (centres undefined) | 6 | 113 | 1 | 102
15 | Cc1ccc(C2(CC(=O)N3CCCC3)CCOC(C(C)C)C2)cc1 (centres undefined) | 4 | 91 | 0 | 92

no. | RPL19A-GFP yeast | VLA-4 inh | LAP4-GFP MLPCN | MEP2-GFP yeast
1 | 93 | 12 | 96 | 95
2 | 96 | 3 | 107 | 99
3 | 99 | -8 | 148 | 93
4 | 103 | 1 | 107 | 108
5 | 98 | 17 | 106 | 94
6 | 89 | 4 | 103 | 94
7 | 97 | -6 | 97 | 103
8 | 100 | 9 | 108 | 105
9 | 96 | 10 | 99 | 96
10 | 99 | 6 | 106 | 104
11 | 101 | -6 | 105 | 100
12 | 94 | -4 | 101 | 100
13 | 103 | 0 | 92 | 105
14 | 103 | 8 | 119 | 105
15 | 94 | 8 | 82 | 88

# Other entries follow.
no. | canonical_smiles | JMJD2C inh | AGP1 TOR yeast | GRK2 aptamer HTS | CIT2 TOR yeast
16 | CC(C)c1ccc(NC(=O)CN2C(=O)NC3(CCCCCCC3)C2=O)cc1 | -13 | 101 | 0 | 105
17 | CCOC(=O)N1CCN(C(=O)C2CCN(S(=O)(=O)c3ccc(Cl)cc3)CC2)CC1 | 1 | 98 | 2 | 99
18 | CN(c1ccc(O)cc1)c1nc(-c2ccccc2)cs1 | 14 | 79 | 0 | 87
19 | Oc1ccc(Br)cc1/C=N/N1CCN(Cc2cccc3ccccc23)CC1 | -2 | 101 | 0 | 90
20 | Cc1ccc(Cl)c(OCC(=O)NN2CCN(C)CC2)c1 | -1 | 100 | 1 | 103
21 | Cc1cccc(NC(=O)C2CCC(CNC(=O)[C@@H]3Cc4ccccc4CN3)CC2)c1 (some centres undefined) | -2 | 103 | 0 | 114
22 | CCOC(=O)N1CCN(C(=O)Nc2ccc3nc(-c4ccccn4)c(-c4ccccn4)nc3c2)CC1 | 3 | 91 | 0 | 103
23 | COc1cccc(CNc2ccc3c(c2)CCC3)c1 | 4 | 94 | 0 | 89
24 | COc1ccc(NC(=O)COC(=O)C2CCN(S(=O)(=O)c3cccs3)CC2)cc1OC | 2 | 99 | 0 | 104
25 | Cc1ccc(S(=O)(=O)Nc2ccc(F)cc2)cc1C(=O)N1CCOCC1 | -2 | 98 | 0 | 102
26 | COc1ccc(S(=O)(=O)NC(C)C)cc1C(=O)N1CCOCC1 | -8 | 100 | 3 | 105
27 | O=c1oc2ccccc2c(Nc2ccccc2)c1CN1CCCCC1 | 3 | 96 | 0 | 89
28 | CCC1CCC/C1=N\NC(=O)c1ccccc1Cl (centres undefined) | -6 | 93 | 0 | 93
29 | CNC(=O)/C(C#N)=C/c1c(N(Cc2ccccc2)Cc2ccccc2)nc2c(C)cccn2c1=O | 10 | 89 | 3 | 80
30 | O=C1Nc2ccc(Cl)cc2C12Nc1ccccc1-c1nnc(SCc3ccccc3F)nc1O2 (centres undefined) | -3 | 98 | 0 | 95

no. | RPL19A-GFP yeast | VLA-4 inh | LAP4-GFP MLPCN | MEP2-GFP yeast
16 | 100 | 13 | 98 | 103
17 | 96 | -12 | 88 | 97
18 | 91 | 24 | 126 | 98
19 | 102 | 4 | 117 | 99
20 | 101 | 8 | 101 | 103
21 | 98 | 11 | 91 | 103
22 | 101 | -4 | 122 | 102
23 | 95 | -214 | 108 | 98
24 | 100 | 11 | 87 | 87
25 | 98 | 1 | 98 | 104
26 | 99 | 4 | 102 | 99
27 | 100 | 9 | 94 | 102
28 | 95 | 1 | 102 | 89
29 | 81 | -36 | 84 | 79
30 | 95 | 7 | 92 | 96

# Remaining list, next part.
no. | canonical_smiles | JMJD2C inh | AGP1 TOR yeast | GRK2 aptamer HTS | CIT2 TOR yeast
31 | COC(=O)/C=C1\S/C(=N\N=C\CC(=O)OC)NC1=O | -3 | x | 2 | x
32 | CCOc1ccc2c(c1)nc(SCC(=O)c1cccs1)n2C | -22 | 98 | 0 | 96
33 | CN(C)c1ccc(-c2nn3c(-c4cccnc4)nnc3s2)cc1 | 0 | 94 | 2 | 94
34 | COc1cc(/C=C2/N=C(c3ccccc3)OC2=O)c(F)cc1OCc1ccccc1 | 1 | 94 | 0 | 99
35 | O=C(O)CC(NC(=O)C(F)(F)F)c1ccc2c(c1)OCO2 (centres undefined) | -3 | 102 | 5 | 100
36 | CCC(=O)c1ccc(OC(=O)C2CCN(C3=NS(=O)(=O)c4ccccc43)CC2)cc1 | 7 | 112 | 2 | 101
37 | CC1(C)C(=O)Nc2ccccc2N1C(=O)CN1C(=O)NC(CCc2ccccc2)C1=O (centres undefined) | 8 | 96 | 1 | 102
38 | COC(=O)c1ccccc1NC(=O)CSc1[nH]c(=O)cc(C)c1C#N | -36 | 94 | 6 | 87
39 | CN(C)CCCNc1ncnc2c1cnn2-c1ccccc1 | -2 | 100 | 0 | 93
40 | COc1cc(CNCc2ccco2)cc(OC)c1O | 20 | 105 | 0 | 116
41 | O=C(C1CCC(=O)N(C2CC2)C1)N1CCN(c2ccc(Cl)cc2)CC1 (centres undefined) | -39 | 103 | 0 | 102
42 | CSCCC(NC(=O)c1ccc(Cl)cc1Cl)C(=O)OC(C)C(=O)NCc1ccco1 (centres undefined) | 1 | 114 | 1 | 105
43 | O=[N+]([O-])c1ccc2nc(-c3ccncc3)[nH]c2c1 | 1 | 107 | 3 | 97
44 | COc1ccc(CN2CCC(Oc3ccc(C(=O)NCc4ccccn4)cc3)CC2)c(F)c1 | -14 | 102 | 1 | 103
45 | COc1ccc(-n2c(C)cc(C(=O)Cn3c(NCCO)nc4ccccc43)c2C)cc1 | 16 | 97 | 0 | 88

no. | RPL19A-GFP yeast | VLA-4 inh | LAP4-GFP MLPCN | MEP2-GFP yeast
31 | 97 | 0 | x | 92
32 | 100 | -3 | 107 | 103
33 | 96 | 7 | 97 | 95
34 | 100 | 11 | 108 | 90
35 | 92 | 13 | 98 | 95
36 | 104 | -6 | 104 | 98
37 | 103 | -5 | 91 | 103
38 | 91 | -7 | 97 | 88
39 | 97 | -5 | 99 | 107
40 | 105 | -3 | 96 | 120
41 | 103 | 18 | 99 | 99
42 | 107 | -2 | 107 | 110
43 | 105 | 12 | 111 | 99
44 | 102 | -9 | 92 | 101
45 | 96 | 22 | 101 | 101

# An excerpt from above in order of count of non-hydrogen atoms, largest number first.
no. | canonical_smiles | JMJD2C inh | AGP1 TOR yeast | GRK2 aptamer HTS | CIT2 TOR yeast
44 | COc1ccc(CN2CCC(Oc3ccc(C(=O)NCc4ccccn4)cc3)CC2)c(F)c1 | -14 | 102 | 1 | 103
24 | COc1ccc(NC(=O)COC(=O)C2CCN(S(=O)(=O)c3cccs3)CC2)cc1OC | 2 | 99 | 0 | 104
36 | CCC(=O)c1ccc(OC(=O)C2CCN(C3=NS(=O)(=O)c4ccccc43)CC2)cc1 | 7 | 112 | 2 | 101
32 | CCOc1ccc2c(c1)nc(SCC(=O)c1cccs1)n2C | -22 | 98 | 0 | 96
23 | COc1cccc(CNc2ccc3c(c2)CCC3)c1 | 4 | 94 | 0 | 89
4 | O=c1c2ccccc2nc2n1CCC2O (centres undefined) | 4 | 115 | 0 | 104

no. | RPL19A-GFP yeast | VLA-4 inh | LAP4-GFP MLPCN | MEP2-GFP yeast
44 | 102 | -9 | 92 | 101
24 | 100 | 11 | 87 | 87
36 | 104 | -6 | 104 | 98
32 | 100 | -3 | 107 | 103
23 | 95 | -214 | 108 | 98
4 | 103 | 1 | 107 | 108

# Next section
no. | canonical_smiles | JMJD2C inh | AGP1 TOR yeast | GRK2 aptamer HTS | CIT2 TOR yeast
46 | CCCn1c(C(O)c2ccc(C)cc2)nc2ccccc21 (centres undefined) | 0 | 106 | 1 | 103
47 | CNS(=O)(=O)c1cn(CC(=O)NCc2cccc(OC)c2)cc1S(=O)(=O)NC | -2 | 110 | 1 | 111
48 | Cc1cc(NC(=O)CSc2nc3ccccc3c(=O)n2CCCC(=O)NCc2ccccc2)n[nH]1 | -4 | 100 | 4 | 93
49 | CCN(CC)C(=O)c1[nH]cnc1C(=O)NCC(=O)OCc1ccccc1 | -3 | 76 | 3 | 67
50 | O=C(CN1CCN(S(=O)(=O)c2ccc(Cl)c(Cl)c2)CC1)N1CCCCC1 | 0 | 92 | 0 | 95
51 | Cc1cccc(NC(=O)c2onc3c2CCCC3)n1 | -3 | 94 | 0 | 97
52 | O=C(NCc1n[nH]c(=S)n1-c1ccc(Cl)c(Cl)c1)c1ccc(S(=O)(=O)N2CCOCC2)cc1 | -4 | 103 | 0 | 102

no. | RPL19A-GFP yeast | VLA-4 inh | LAP4-GFP MLPCN | MEP2-GFP yeast
46 | 102 | -2 | 100 | 104
47 | 106 | 1 | 109 | 108
48 | 104 | -2 | 103 | 106
49 | 93 | 6 | 129 | 90
50 | 96 | -4 | 100 | 102
51 | 96 | 20 | 95 | 98
52 | 105 | 9 | 94 | 100

# Complete entries from above:
# `Cc1ccc(C2(CC(=O)N3CCCC3)CCOC(C(C)C)C2)cc1` (centres undefined) as listed: JMJD2C inh = 4; AGP1 TOR yeast = 91; GRK2 aptamer HTS = 0; CIT2 TOR yeast = 92; RPL19A-GFP yeast = 94; VLA-4 inh = 8; LAP4-GFP MLPCN = 82; MEP2-GFP yeast = 88
# `O=c1c2ccccc2nc2n1CCC2O` (centres undefined) as listed: JMJD2C inh = 4; AGP1 TOR yeast = 115; GRK2 aptamer HTS = 0; CIT2 TOR yeast = 104; RPL19A-GFP yeast = 103; VLA-4 inh = 1; LAP4-GFP MLPCN = 107; MEP2-GFP yeast = 108
